Assay outcomes from PubChem.
Cdc25B inh – inhibitors of human Cdc25B phosphatase. P30305. recombinant Cdc25B, OMFP fluorescence Ex485/Em525. inhibition, %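 (compounds tested at 10 µM final in the well)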. 0.1% of 65,000 active. AID 368; in the data active means inhibition above about 50%
Hsp90 inh – displaces geldanamycin probe from tumor Hsp90; inhibition, % at 30 µM; P07900; NCI-N417 lysate Hsp90, Cy3B-geldanamycin FP displacement; 0.35% of 64,000 active;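 active means inhibition above 50%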;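 further: 0% = tracer plus lysate wells and 100% = tracer alone without lysate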
TNAP act DEA – human TNAP activation, intermediate phosphate acceptor | P05186 | purified TNAP, CDP-star luminescence, 100 mM DEA, 30 min; active compounds read high; scale: 0 levamisole-inhibited, 1 vehicle-only enzyme | activation factor at 20 µM | 64,000 tested, under 10 active;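 active means activation factor of at least 2 at 20 µM, relative to controls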
SF1 activator – activators of human nuclear receptor SF-1; Q13285; CHO-K1 Gal4-SF-1 LBD luciferase reporter; % increase over DMSO SF-1-specific signal; activation, % at 10 µM; 1.9% of 65,000 active; AID 522;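 active means activation above the mean activation of all tested compounds plus 3 SD, cut at about 50% in these data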
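Test system: CHO-K1 cells with Gal4–hSF-1 LBD chimera plus Gal4-driven luciferase; Input: 4,000 cells/well; Compound: 10 µM only; Times: 20 h compound treatment, 37 °C; Measured by: steady-glow luciferase luminescence, read after 15 min reagent incubation; Measure: percent activation versus DMSO; Control set: DMSO and mock-transfected background; Replicates: one test per compound.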
HER2 expr 66K – Her2 kinase expression inhibition; HER2 level % of control, % at 10 µM; AID 645; 0.69% of 65,000 active; SKBR-3 HER2 protein level, AlphaScreen, 18-24 h; active compounds read low; P04626;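 active means HER2 level under 5% of the carrier-only control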;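 further: 100% = DMSO carrier and 0% = 500 nM PU-H71 HSP90 inhibitor; lower value means stronger loss of Her2 protein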
Target sequence (P04626 whole entry, looked up): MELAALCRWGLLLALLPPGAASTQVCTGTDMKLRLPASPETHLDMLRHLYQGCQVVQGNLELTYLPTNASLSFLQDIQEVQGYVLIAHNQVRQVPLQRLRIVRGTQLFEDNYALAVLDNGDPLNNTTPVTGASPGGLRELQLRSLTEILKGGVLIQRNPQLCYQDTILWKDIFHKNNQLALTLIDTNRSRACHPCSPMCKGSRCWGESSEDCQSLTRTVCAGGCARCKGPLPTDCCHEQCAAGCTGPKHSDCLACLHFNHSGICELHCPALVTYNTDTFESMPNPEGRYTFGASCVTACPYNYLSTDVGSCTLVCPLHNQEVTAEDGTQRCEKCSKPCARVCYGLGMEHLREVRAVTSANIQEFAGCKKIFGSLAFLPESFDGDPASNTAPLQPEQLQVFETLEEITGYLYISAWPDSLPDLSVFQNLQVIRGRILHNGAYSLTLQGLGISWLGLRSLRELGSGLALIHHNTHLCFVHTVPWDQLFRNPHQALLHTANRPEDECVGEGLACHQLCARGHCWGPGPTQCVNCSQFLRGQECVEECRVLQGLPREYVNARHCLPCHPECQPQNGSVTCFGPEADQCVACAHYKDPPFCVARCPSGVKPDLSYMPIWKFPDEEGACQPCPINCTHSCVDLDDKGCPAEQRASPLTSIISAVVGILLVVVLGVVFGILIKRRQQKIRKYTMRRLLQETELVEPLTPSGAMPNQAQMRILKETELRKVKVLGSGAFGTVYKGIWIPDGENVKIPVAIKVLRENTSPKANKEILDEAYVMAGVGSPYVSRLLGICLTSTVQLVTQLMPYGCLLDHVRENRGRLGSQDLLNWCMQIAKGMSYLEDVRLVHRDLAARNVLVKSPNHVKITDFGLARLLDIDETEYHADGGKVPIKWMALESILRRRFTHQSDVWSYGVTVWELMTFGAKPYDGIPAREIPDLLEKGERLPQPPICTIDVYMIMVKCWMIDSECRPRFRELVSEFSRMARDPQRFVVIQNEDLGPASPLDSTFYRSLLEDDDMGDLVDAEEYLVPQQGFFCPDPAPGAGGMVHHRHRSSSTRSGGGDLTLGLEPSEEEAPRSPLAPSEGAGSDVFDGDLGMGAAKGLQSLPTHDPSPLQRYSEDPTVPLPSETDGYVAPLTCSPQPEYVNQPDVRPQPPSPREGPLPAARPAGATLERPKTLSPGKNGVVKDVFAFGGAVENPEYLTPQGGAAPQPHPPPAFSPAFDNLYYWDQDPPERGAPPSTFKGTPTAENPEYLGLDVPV
DUSP1 inh – human dual specificity phosphatase 1 inhibition. 0.15% of 65,000 active. recombinant MKP-1, OMFP hydrolysis fluorescence. inhibition, %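 (compounds tested at a single concentration somewhere between 10 and 100 µM)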. P28562;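 active means inhibition above about 50%, limit read from the data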;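 further: 0% = DMSO max control wells and 100% = wells with enzyme stopped by NaOH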
D1 allo mod – allosteric modulators of human D1 dopamine receptor. HEK293 D1, CRE-luciferase, dopamine EC30 potentiation; actives deviate in either direction. 5.9% of 58,000 active. B-score at 10 µM. P21728;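 active means luminescence count or its row- and column-corrected plate score outside the 99.7% band of the plate's sample wells, on either side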
RORa activator – RORA (human) activation | CHO-K1 Gal4-RORA LBD luciferase reporter, luminescence; percent increase over mock-subtracted basal signal | activation, % at 10 µM | 1.5% of 65,000 active;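 active means activation above the mean of all tested compounds plus 3 SD, cut at about 49% in these data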;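 further: 0% = DMSO-treated RORA cells and 100% = added signal equal to DMSO minus mock-transfected cells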
FXIIa mix inh – inhibitors of human coagulation factor XIIa, pooled mixtures. P00748. purified FXIIa, fluorogenic substrate. inhibition, % at 5 µM. 0.2% of 62,000 active; in the data active means inhibition above about 20%, passing the limit was not always enough;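 further: 0% = enzyme without compound and 100% = no enzyme blank; some results filed as inactive read as strong as hits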
Numbers without * were called inactive; · = no result given. Outcome played no part in choosing rows (roughly 8.9% active in at least one column).

item	canonical_smiles	Cdc25B inh	Hsp90 inh	TNAP act DEA	SF1 activator	HER2 expr 66K	DUSP1 inh	D1 allo mod	RORa activator	FXIIa mix inh
1	COc1ccc(CCn2nnnc2C(c2ccccc2)N2CCN(C)CC2)cc1OC (configuration not stated)	-8	3	1	10	92	27	0.12	-27	5
2	C[n+]1cccc(CNC(=O)/C=N/O)c1	-22	1	0.8	11	87	-16	0.24	9	·
3	CC1(C)Cc2ccccc2-c2c1c(=O)n(-c1ccccc1)c1nnnn21	4	-3	0.9	-10	56	-20	·	-16	·
4	COc1ccccc1NC(=O)N1CCC(C(=O)c2ccc(F)cc2)CC1	-15	-2	1	9	144	-7	-0.051	0	-19
5	Cc1nnc(SCC(=O)Nc2ccc3c4c(cccc24)CC3)n1C	-6	-5	0.9	10	63	-3	-0.49	-5	-1
6	COc1ccc(-c2csc(NC(C)=O)n2)cc1OC	-4	-6	0.8	-5	86	-14	6.1*	0	1
7	COc1ccc(C2(C(=O)Nc3c(C)n(C)n(-c4ccccc4)c3=O)CCCC2)cc1OC	-4	4	0.9	-12	79	-5	-0.022	1	4
8	Cc1cc(C(=O)N2CCN(Cc3ccc4c(c3)OCO4)CC2)cs1	0	·	0.9	2	145	1	-2.4	-4	4

(continued)
item	canonical_smiles	Cdc25B inh	Hsp90 inh	TNAP act DEA	SF1 activator	HER2 expr 66K	DUSP1 inh	D1 allo mod	RORa activator	FXIIa mix inh
9	Cc1n[nH]c(C)c1C(=O)CC1(O)C(=O)N(CCc2ccccc2)c2ccc(Cl)cc21 (configuration not stated)	-19	-4	1	1	96	5	-0.8	-3	8
10	Cc1cc(C)c2c(n1)sc1c(N3CCN(CCO)CC3)ncnc12	-1	-6	0.9	11	85	38	7.2*	28	-20
11	O=C1CCc2cc(S(=O)(=O)N3CCN(C(=O)c4ccco4)CC3)ccc2N1	-11	-1	0.9	12	113	8	0.54	-10	-3
12	CCN(CC(=O)NC)S(=O)(=O)c1ccc(C)cc1	-3	-3	0.9	-14	96	31	-0.66	-5	8
13	CS(=O)(=O)N(CC(=O)NC1CCCC1)c1cccc(F)c1	-1	-1	1	8	73	20	1.3	6	-1
14	O=C(CSc1nnc(-c2ccc(S(=O)(=O)N3CCCC3)cc2)o1)NCc1ccco1	3	-13	0.9	8	95	-15	-0.53	-12	·
15	Cc1cc(NS(=O)(=O)c2ccc(NC(=O)c3ccco3)cc2)no1	-4	-1	0.9	-8	88	-16	0.3	-19	4
16	CC1Cc2ccccc2N1C(=O)CSc1nnnn1-c1ccc2c(c1)OCCO2 (configuration not stated)	0	-1	0.9	1	77	9	-0.048	16	0

Later entries.
item	canonical_smiles	Cdc25B inh	Hsp90 inh	TNAP act DEA	SF1 activator	HER2 expr 66K	DUSP1 inh	D1 allo mod	RORa activator	FXIIa mix inh
17	N#Cc1nc(Cc2ccccc2)oc1NCCCn1ccnc1	-13	-5	0.9	1	83	-17	-0.12	10	11
18	O=C(C1CCCCC1)N1CCCn2c1nc1ccccc12	3	1	0.9	-4	91	-15	3.3	3	-8
19	CCOC(=O)c1ccc(NC(=O)C2C3CCC(C3)C2C(=O)O)cc1 (configuration not stated)	5	0	0.9	2	111	1	0.3	-8	-9
20	COc1ccc(NC(=O)C2CCCN2S(=O)(=O)c2ccc3c(c2)CCC(=O)N3)cc1Cl (configuration not stated)	-7	-2	0.9	-4	·	1	0.37	10	-17
21	CC(C)OC(=O)CSc1nnc(Cc2ccccc2)n1Cc1ccco1	-9	-2	1	2	102	3	-1.3	-13	2
22	Cc1nc(COC(=O)c2ccc(S(=O)(=O)N3CCCC3)cc2)cs1	2	-4	0.9	-16	101	3	1	-18	-19
23	Cc1ccc(S(=O)(=O)NC(CC(=O)N2CCOCC2)c2ccco2)cc1 (configuration not stated)	-9	0	0.9	6	104	-5	-0.31	21	11
24	CCOC(=O)c1ccc(NC(=O)N(CC)CC)cc1	-10	·	0.8	63*	84	7	-0.021	43	9

(more compounds)
item	canonical_smiles	Cdc25B inh	Hsp90 inh	TNAP act DEA	SF1 activator	HER2 expr 66K	DUSP1 inh	D1 allo mod	RORa activator	FXIIa mix inh
25	Clc1ccc(-n2ncc3c(NCc4ccc5c(c4)OCO5)ncnc32)cc1	-1	2	1	0	59	20	-0.74	-1	5
26	CCOC(=O)c1c(C)n(C)c2ccc(OC)c(NC(=O)CN3CCN(C(=O)c4ccco4)CC3)c12	-6	-7	0.9	8	73	25	0.65	-10	5
27	CCOC(=O)CN1Cc2cccc(C(=O)O)c2C1=O	-7	-3	0.9	-4	96	1	·	-8	2
28	O=c1c2c(nc3cc(-c4ccccc4)[nH]n13)CCC2	-14	-4	1.1	60*	86	3	-3.8	39	0
29	CCOc1ccc(N(Cc2cc3cc(OC)ccc3[nH]c2=O)S(C)(=O)=O)cc1	3	-2	0.9	-6	90	22	-0.077	13	10
30	O=C(NCCNC(=O)c1ccco1)c1cccc(F)c1	-3	-5	0.9	1	108	0	·	12	7
31	O=C1OC(N2CCN(C(=O)c3ccco3)CC2)c2ccccc21 (configuration not stated)	1	3	0.9	3	76	-11	-0.1	-26	4
32	CC1Cn2c(CCc3ccccc3)nnc2S1 (configuration not stated)	-11	1	1	15	·	1	0.15	-21	6

Continuation:
item	canonical_smiles	Cdc25B inh	Hsp90 inh	TNAP act DEA	SF1 activator	HER2 expr 66K	DUSP1 inh	D1 allo mod	RORa activator	FXIIa mix inh
33	O=C(CSc1ncccc1-c1nc2ccccc2[nH]1)N1CCCCC1	-1	-3	0.8	-6	66	-11	-2.8	-20	7
34	Cc1ccc2c(N)c(C)ccc2c1	1	-4	0.9	26	90	1	0.35	3	-21
35	CCOC(=O)C1CCCN(CCC(=O)Nc2ccc3c(c2)CCC3)C1 (configuration not stated)	-20	-6	0.9	-11	122	-2	-0.17	11	-17
36	C1=C(CCNc2nnnn2-c2ccccc2)CCCC1	1	-1	0.9	-12	80	31	-0.91	20	2
37	CCOC(=O)c1[nH]c(C)c(C(=O)Nc2cccc(Cl)c2C)c1C	-3	-2	1	30	66	8	-0.079	64*	9
38	Cc1c(C(=O)Nn2cnnc2)oc2ccccc12	-7	6	1.1	-5	76	2	0.58	3	1
39	Cc1ccc(Cl)cc1NC(=O)C1CCCN(S(=O)(=O)c2c(C)noc2C)C1 (configuration not stated)	5	3	1	-8	91	8	0.46	-10	-18
40	COc1ccc2c(=O)c(C(=O)NCCc3ccc(OC)c(OC)c3)c[nH]c2c1	-12	-2	1	-1	73	-2	1.9	4	-3

Following part:
item	canonical_smiles	Cdc25B inh	Hsp90 inh	TNAP act DEA	SF1 activator	HER2 expr 66K	DUSP1 inh	D1 allo mod	RORa activator	FXIIa mix inh
41	C=CCNC(=O)CSc1nc2sc(C)c(C)c2c(=O)[nH]1	-5	-1	0.8	10	60	0	1.1	-1	7
42	COc1ccccc1OCCOCCn1cnc2ccccc2c1=O	-7	-1	0.9	-9	113	-4	1.5	-5	18
43	COC(=O)c1ccc(C2C(C#N)=C(C)NC3=C2C(=O)CC(C)(C)C3)cc1 (configuration not stated)	7	-4	0.9	17	115	15	-0.21	0	1
44	COc1ccc2oc(=O)c(NC(=O)C3CCCCC3)cc2c1	4	-4	1.1	20	85	6	·	-10	16
45	CCc1nnc(NC(=O)c2ccc(S(=O)(=O)N3CCCCCC3)cc2)s1	0	0	0.9	-4	111	12	1.2	-6	-19
46	COCCNC(=O)C(OC(=O)c1ccco1)c1ccccc1OC (configuration not stated)	-4	0	0.9	-6	102	-20	-0.13	-11	-18
47	CC(C)Cc1ccc(/C(=N/O)C(=O)O)s1	-12	-6	0.9	-9	109	-26	0.22	3	8
48	CCOc1ccccc1-c1nc(C(N)=O)c2[nH]c(=O)n(-c3ccccc3)c2n1	3	-4	1	-3	132	6	2.1	2	12

Remaining list, next part
item	canonical_smiles	Cdc25B inh	Hsp90 inh	TNAP act DEA	SF1 activator	HER2 expr 66K	DUSP1 inh	D1 allo mod	RORa activator	FXIIa mix inh
49	Cc1cc(C)cc(C(=O)N2CCC(C(N)=O)CC2)c1	-12	-1	0.9	-4	104	5	-0.15	-23	4
50	c1ccc(-c2cc(-c3nc(-c4cccnc4)no3)c3ccccc3n2)cc1	16	-2	0.8	-14	75	22	1	-13	9
51	COc1cccc(C(=O)c2cc3ccc(O)cc3oc2=O)c1	-9	-5	0.9	1	99	39	0.15	0	8
52	N#Cc1cnn(Cc2ccccc2)c1/N=C/N1CCOCC1	-1	-1	0.9	-16	104	14	5.5*	-3	4
53	O=C1C2ON(c3ccccc3)C(c3ccncc3)C2C(=O)N1c1ccccc1 (configuration not stated)	0	-4	0.9	8	119	-9	·	-1	·
54	CCc1nc2ccccc2c(C(=O)OCC(=O)NCc2ccco2)c1C	3	-4	0.9	-9	85	3	4.4*	-14	7
55	CC(=O)Nc1ccc(-c2ccccc2)s1	-5	-4	0.9	9	103	-6	-0.06	-1	-15

Molecules above containing a furan ring, fused or not (eleven):
item	canonical_smiles	Cdc25B inh	Hsp90 inh	TNAP act DEA	SF1 activator	HER2 expr 66K	DUSP1 inh	D1 allo mod	RORa activator	FXIIa mix inh
11	O=C1CCc2cc(S(=O)(=O)N3CCN(C(=O)c4ccco4)CC3)ccc2N1	-11	-1	0.9	12	113	8	0.54	-10	-3
14	O=C(CSc1nnc(-c2ccc(S(=O)(=O)N3CCCC3)cc2)o1)NCc1ccco1	3	-13	0.9	8	95	-15	-0.53	-12	·
15	Cc1cc(NS(=O)(=O)c2ccc(NC(=O)c3ccco3)cc2)no1	-4	-1	0.9	-8	88	-16	0.3	-19	4
21	CC(C)OC(=O)CSc1nnc(Cc2ccccc2)n1Cc1ccco1	-9	-2	1	2	102	3	-1.3	-13	2
23	Cc1ccc(S(=O)(=O)NC(CC(=O)N2CCOCC2)c2ccco2)cc1 (configuration not stated)	-9	0	0.9	6	104	-5	-0.31	21	11
26	CCOC(=O)c1c(C)n(C)c2ccc(OC)c(NC(=O)CN3CCN(C(=O)c4ccco4)CC3)c12	-6	-7	0.9	8	73	25	0.65	-10	5
30	O=C(NCCNC(=O)c1ccco1)c1cccc(F)c1	-3	-5	0.9	1	108	0	·	12	7
31	O=C1OC(N2CCN(C(=O)c3ccco3)CC2)c2ccccc21 (configuration not stated)	1	3	0.9	3	76	-11	-0.1	-26	4
38	Cc1c(C(=O)Nn2cnnc2)oc2ccccc12	-7	6	1.1	-5	76	2	0.58	3	1
46	COCCNC(=O)C(OC(=O)c1ccco1)c1ccccc1OC (configuration not stated)	-4	0	0.9	-6	102	-20	-0.13	-11	-18
54	CCc1nc2ccccc2c(C(=O)OCC(=O)NCc2ccco2)c1C	3	-4	0.9	-9	85	3	4.4*	-14	7
